Growth percent in the NCI-60 one-dose screen (48 h, 10 µM unless noted): 100 = growth as untreated, 0 = no growth, -100 = all killed.
K-562 – K-562 leukemia | 78,000 compounds, 7.4% hits | AID 1794777
SR – SR leukemia cells. 73,000 compounds, 8.7% hits
MDA-MB-231 – MDA-MB-231 breast cancer | AID 1794789 | 81,000 compounds, 5% hits
RPMI-8226 – RPMI-8226 leukemia cells; 77,000 compounds, 7.5% hits
MOLT-4 – MOLT-4 leukemia cells; 80,000 compounds, 6.9% hits; AID 1794779
CCRF-CEM – CCRF-CEM leukemia. 77,000 compounds, 7% hits
MDA-MB-468 – MDA-MB-468 breast cancer | 78,000 compounds, 8.5% hits | AID 2202374
MDA-MB-435 – MDA-MB-435 melanoma; 82,000 compounds, 7.8% hits; AID 1794794
Active calls of the source: *; nt = not tested or not shown; & = joins results of further samples; [ ] = another dose, or the depositor's remark. The calls were made as follows: active = growth percent below 10; inactive = the rest.

item | Structure | K-562 | SR | MDA-MB-231 | RPMI-8226
1 | COc1ccc(C(=O)Nc2ccc(Cl)cc2C(=O)Nc2ccncc2)cc1 | 39 | 45 | 70 | 52
2 | O=C(N/N=C/c1ccc(N2CCOCC2)cc1)c1cnc2n(c1=O)CCCCC2 | 89 | 94 | 88 | nt
3 | O=C(Nc1cc(Cl)c(Cl)cc1Cl)OCc1ccc2c(c1)OCO2 | 80[100 µM] | 77[100 µM] | 67[100 µM] | 90[100 µM]
4 | COc1ccc(/C=C2/N=C(C)OC2=O)cc1OC | 96 | 55 | 110 | 112
5 | O=C1C(Cl)=C(NCc2ccc(Cl)cc2)C(=O)N1c1cccc(C(F)(F)F)c1 | 89 | 88 | 93 | 102
6 | Cc1ccc2c(c1)O/C(=C\c1cccc(OCC(=O)c3ccccc3)c1)C2=O | 93 | 45 | 79 | 188
7 | Cc1ccc(-c2cc(-c3ccccc3C)[nH]c(=O)c2C#N)s1 | 86 | 118 | 85 | 98
8 | COC(=O)c1cc(C)n(-c2ccc(C)cc2)c1C | 112 | 85 | 90 | 106
9 | COc1cc(-n2cc(-c3ccc(Cl)cc3)n(C(C)=O)c2=O)cc(OC)c1OC | nt | nt | 100 | 73
10 | S=C(Nc1ccc(OCc2nc3ccc(Cl)cc3[nH]2)cc1)NC1CCCCC1 | 5.6* | -27* | -76* | -13*

item | MOLT-4 | CCRF-CEM | MDA-MB-468 | MDA-MB-435
1 | 58 | 55 | 76 | 90
2 | 91 | 111 | 108 | 107
3 | 93[100 µM] | 90[100 µM] | 84[100 µM] | 93[100 µM]
4 | 82 | 99 | 108 | 98
5 | 86 | 89 | 103 | 101
6 | -34* | 129 | nt | 97
7 | 93 | nt | 99 | 95
8 | 98 | 92 | 86 | 99
9 | nt | 82 | nt | 86
10 | 1.3* | 5.6* | -31* | -10*

Compounds from the list above that have an NH in an aromatic ring (two):
item | Structure | K-562 | SR | MDA-MB-231 | RPMI-8226
7 | Cc1ccc(-c2cc(-c3ccccc3C)[nH]c(=O)c2C#N)s1 | 86 | 118 | 85 | 98
10 | S=C(Nc1ccc(OCc2nc3ccc(Cl)cc3[nH]2)cc1)NC1CCCCC1 | 5.6* | -27* | -76* | -13*

item | MOLT-4 | CCRF-CEM | MDA-MB-468 | MDA-MB-435
7 | 93 | nt | 99 | 95
10 | 1.3* | 5.6* | -31* | -10*

Next compounds:
item | Structure | K-562 | SR | MDA-MB-231 | RPMI-8226
11 | CCOC(=O)C(C(=O)OCC)[N+](=O)[O-] | 98 | 96 | 120 | 99
12 | C/C(=N/O)c1ccc(N2C(=O)c3c(Cl)c(Cl)c(Cl)c(Cl)c3C2=O)cc1 | 104 | 98 | 103 | 100
13 | COc1ccc2c(c1)c(-c1cc(N)n3nc(-c4cn(C)c5ccccc45)cc3n1)cn2C | 2.2* | 6.1* | -54* | -15*
14 | N#Cc1cn(-c2cc(Cl)cc(Cl)c2)c(C(=O)c2ccccc2)c1N | 101 | 95 | 105 | 113
15 | C=CCOC(=O)C1=C(C)NC2=C(C(=O)CC(C)(C)C2)C1c1ccc(OC)cc1 (configuration not stated) | 90 | 99 | 93 | nt
16 | CC1CN=C(c2cccc(-c3ccc(-c4ccccc4)o3)c2)N1 (configuration not stated) | -38* | -9.4* | -52* | -26*
17 | COC(=O)[C@]12CC[C@@H](C)[C@H](C)[C@@H]1C1=CC[C@@H]3[C@@]4(C)C[C@@H](OC(C)=O)[C@H](O)[C@@](C)(COC(C)=O)[C@@H]4[C@H](O)C[C@@]3(C)[C@]1(C)CC2 | -11* | -18* | -68* | -24*
18 | Cn1cc(-c2nnc(-c3cn(C)c4ncc(Br)cc34)o2)c2ccccc21 | 49 | 53 | 75 | 88
19 | O=c1c2ccccc2nc(CN2CCCCC2)n1/N=C/c1ccc(Cl)cc1 | 98 | 103 | 100 | 108
20 | COc1ccc(C/C(C)=C(\c2ccc(O)cc2)c2ccc(OCCN3CCCCCC3)cc2)cc1 | 64 | 80 | 92 | 86

item | MOLT-4 | CCRF-CEM | MDA-MB-468 | MDA-MB-435
11 | 94 | 97 | nt | 107
12 | 99 | 104 | 93 | 100
13 | 0.8* | -24* | -35* | -76*
14 | 106 | 110 | 94 | 94
15 | 90 | 97 | 110 | 105
16 | -17* | -13* | -36* | -76*
17 | -34* | -54* | -90* | -82*
18 | 94 | 102 | 39 | 27
19 | 107 | 104 | 115 | 104
20 | 71 | 83 | 90 | 86

An excerpt from above in order of molar mass, rising:
item | Structure | K-562 | SR | MDA-MB-231 | RPMI-8226
11 | CCOC(=O)C(C(=O)OCC)[N+](=O)[O-] | 98 | 96 | 120 | 99
14 | N#Cc1cn(-c2cc(Cl)cc(Cl)c2)c(C(=O)c2ccccc2)c1N | 101 | 95 | 105 | 113
12 | C/C(=N/O)c1ccc(N2C(=O)c3c(Cl)c(Cl)c(Cl)c(Cl)c3C2=O)cc1 | 104 | 98 | 103 | 100
13 | COc1ccc2c(c1)c(-c1cc(N)n3nc(-c4cn(C)c5ccccc45)cc3n1)cn2C | 2.2* | 6.1* | -54* | -15*
20 | COc1ccc(C/C(C)=C(\c2ccc(O)cc2)c2ccc(OCCN3CCCCCC3)cc2)cc1 | 64 | 80 | 92 | 86

item | MOLT-4 | CCRF-CEM | MDA-MB-468 | MDA-MB-435
11 | 94 | 97 | nt | 107
14 | 106 | 110 | 94 | 94
12 | 99 | 104 | 93 | 100
13 | 0.8* | -24* | -35* | -76*
20 | 71 | 83 | 90 | 86

More entries.
item | Structure | K-562 | SR | MDA-MB-231 | RPMI-8226
21 | COc1cc2c(c(OC)c1OC)CCc1cnoc1-2 | 100 | 166 | 107 | 98
22 | COc1ccc(N2COC(=O)c3ccccc32)cc1OC | 100 | 110 | 113 | 106
23 | O=C1CC2(CCCCC2)CC(=O)N1CCc1ccccc1 | 99 | 95 | 114 | nt
24 | COc1cc(OC)c(NC(=O)n2ncc3cc(Nc4ncnc5ccccc45)ccc32)cc1Cl | 99 | 90 | 97 | 101
25 | CC(=O)O[C@@H]1CCN2C(=O)Nc3cc(C(F)(F)F)ccc3[C@@H]2C1 | 104 | 89 | 116 | 108
26 | O=S(=O)(OCCOS(=O)(=O)c1ccc(Cl)cc1)c1ccc(Cl)cc1 | 112 | 102 | 93 | 84
27 | Clc1cccc(Nc2ncnc3ccc(-c4cnc5[nH]ncc5c4)cc23)c1 | nt | 85 | 69 | 86
28 | CCOC(=O)c1ccccc1-c1c2ccc(=[N+](C)C)cc-2oc2cc(N(C)C)ccc12 | 10 | 22 | 12 | 14
29 | COC(=O)C[C@](O)(CCCC(C)(C)O)C(=O)O[C@H]1C(OC)=C[C@@]23CCC(=O)N2CCc2cc4c(cc2[C@@H]13)OCO4 | 97 | 81 | 117 | 106
30 | O=C(O)c1ccc(Nc2ccnc(SCC(=O)c3ccc(C(F)(F)F)cc3)n2)cc1 | 111 | 106 | 76 | 92

item | MOLT-4 | CCRF-CEM | MDA-MB-468 | MDA-MB-435
21 | 127 | 111 | 84 | 103
22 | 109 | 132 | 110 | 119
23 | 102 | 101 | 109 | 115
24 | 96 | 102 | -5.3* | 105
25 | 97 | 101 | 110 | 105
26 | 91 | 88 | 76 | 92
27 | 86 | 116 | 33 | 90
28 | 31 | 30 | -18* | 12
29 | 73 | 101 | 81 | 104
30 | 98 | 101 | 95 | 97

Next section.
item | Structure | K-562 | SR | MDA-MB-231 | RPMI-8226
31 | Cn1c(=O)c2c(nc(NC3=NS(=O)(=O)c4ccccc43)n2CC(=O)N2CCc3ccccc32)n(C)c1=O | 114 | 124 | 94 | 108
32 | CN(C)CCCC1(c2ccc(F)cc2)OCc2cc(-c3csc4ccccc34)ccc21 (configuration not stated) | -32* | -8.7* | 11 | -41*
33 | COc1ccc(OC)c(/C(C)=N/NC(=O)CSc2nc3ccccc3c(=O)n2Cc2ccc(S(N)(=O)=O)cc2)c1 | 90 | 78 | 95 | 95
34 | O=C(N/N=C/c1ccccc1)c1ccc(NC(=O)c2ccccn2)cc1 | 89 | 81 | 112 | 107
35 | O=C1N/C(=N/N=C(c2ccccc2)c2ccccc2)S/C1=C\c1ccccc1 | 84 | 72 | 89 | 91
36 | CCOC(=O)c1ccc(Nc2nc(-c3ccc(NC(C)=O)cc3)cs2)cc1O | 43 | 55 | 87 | 54
37 | Cn1cc2c(c1-c1ccccc1)CCc1cncnc1-2 | 96 | nt | 95 | 124
38 | O=S(=O)(O)c1ccc2ccc(S(=O)(=O)O)cc2c1 | nt | nt | 106 | 99
39 | CC(c1ccccc1)C(C#N)c1ccccc1 (configuration not stated) | nt | nt | 93 | 101
40 | O=C1CC(Cl)C(=O)N1c1ccccc1 (configuration not stated) | 89&104 | 110&101 | 102&110 | 98&104

item | MOLT-4 | CCRF-CEM | MDA-MB-468 | MDA-MB-435
31 | 112 | 101 | 102 | 101
32 | -16* | -14* | -69* | -91*
33 | 98 | 98 | 101 | 89
34 | 99 | 100 | 103 | 97
35 | 80 | 84 | 100 | 98
36 | 15 | 30 | 30 | 65
37 | 86 | 121 | 101 | 106
38 | nt | 98 | 124 | 110
39 | nt | nt | 106 | 112
40 | 81&98 | 101&98 | 105&110 | 115&105

New compounds follow:
item | Structure | K-562 | SR | MDA-MB-231 | RPMI-8226
41 | Cc1cc(C)nc(NS(=O)(=O)c2ccc(NCc3coc4ccccc4c3=O)cc2)n1 | 92 | 96 | 102 | 84
42 | N#CC(Cc1ccccc1)c1ccc(Cl)cc1 (configuration not stated) | 109 | 92 | 95 | 90
43 | Cn1cc(-c2csc(-c3c[nH]c4ccc(Br)cc34)n2)c2ccnc(Cl)c21 | 18 | 32 | 55 | 51
44 | O=C(Nc1ncc(Cc2ccccc2Cl)s1)c1ccc2c(c1)OCCO2 | 8.3* | 5.1* | 24 | 19
45 | COc1cc(C(=O)CCc2ccc3c(c2)OCO3)cc(OC)c1OC | 94 | 76 | 95 | nt
46 | c1ccc(CNc2ncnc3c2sc2ncccc23)cc1 | 120 | nt | 91 | nt
47 | Cc1c(C(=O)NC2CCOC2=O)[nH]c2ccccc2c1=O (configuration not stated) | 92 | nt | 109 | 117
48 | CC(C)(C)c1ccc(S(N)(=O)=O)cc1 | 100 | 106 | 122 | 116
49 | C=C1CC/C=C(\C)C(=O)C[C@@H]2[C@@H]1CC2(C)C | 102 | 96 | 125 | 68
50 | Cc1[nH]c(/C=C/C(=O)c2ccc(C(F)(F)F)c(F)c2)c(C)c1C(=O)NCC(=O)NCC(F)(F)F | 77&84 | 85&80 | 87&90 | 52&76

item | MOLT-4 | CCRF-CEM | MDA-MB-468 | MDA-MB-435
41 | nt | nt | 106 | 102
42 | 92 | 89 | 116 | 125
43 | 56 | 40 | 14 | 78
44 | 7.0* | 6.4* | 18 | -20*
45 | 91 | 89 | 105 | 92
46 | 108 | 113 | 104 | nt
47 | 105 | 104 | 108 | 109
48 | 106 | 107 | 109 | 103
49 | 94 | 69 | 79 | 115
50 | 81&87 | 89&92 | 108&102 | 99&99

Further compounds follow.
item | Structure | K-562 | SR | MDA-MB-231 | RPMI-8226
51 | CCN(CC)c1nc(NNC(=O)c2ccccc2)nc(N(CC)CC)n1 | 116 | 102 | 106 | 91
52 | O=C(O)CCSC1(SCCC(=O)O)CCCCC1 | 102 | 82 | 117 | 99
53 | N#C/C(=C\c1cccs1)c1nc(-c2ccc(Cl)cc2)cs1 | 108 | 87 | 105 | 101
54 | COc1cc(Cn2c(SCC(=O)Nc3cc(OC)c(OC)c(OC)c3)nc3ccccc3c2=O)cc(OC)c1OC | 97 | 67 | 58 | 96
55 | CC(C)=CC(C)(C)C=O | 93 | 98 | 99 | 139
56 | COc1ccc(-c2c(NC(C)=O)noc2-c2cc(OC)c3c(c2)OCCO3)cc1 | 89 | 75 | 107 | 91
57 | Cc1cc(=O)n2c(C(=O)NN)nn(-c3ccc(S(N)(=O)=O)cc3)c2n1 | 95 | 89 | 96 | 96
58 | NC(N)=NN=c1c(=O)c2ccccc2c1=O | nt | nt | 91 | 60
59 | COc1ccc2cn3c4ccc(O)cc4[nH]c(=O)c3c2c1 | 13 | 16 | 23 | 13
60 | O=c1[nH]c2ccccc2cc1-c1nc2ccncc2[nH]1 | 79 | 47 | 98 | -0.6*

item | MOLT-4 | CCRF-CEM | MDA-MB-468 | MDA-MB-435
51 | 91 | 101 | nt | nt
52 | 97 | 91 | 104 | 97
53 | 104 | 98 | 108 | 105
54 | 89 | 101 | 73 | 102
55 | 95 | 102 | nt | 97
56 | 79 | 102 | 99 | 103
57 | 99 | 98 | 106 | 105
58 | -33* | -28* | 106 | 13
59 | 15 | 29 | -12* | -38*
60 | 46 | 60 | 75 | 83
